# Screens: PubChem BioAssay, National Center for Advancing Translational Sciences (NCATS)
# Luciferase inh: inhibitors of firefly (Photinus pyralis) luciferase; P08659; purified P. pyralis luciferase, luminescence, biochemical; Potency, µM (top dose mostly 115 µM), without a hit: top-dose activity change, negative = inhibition, actives largely listed as inhibitors; 2.5% of 76,000 active; further: potency means the concentration at half of the fitted maximal effect; nearly all actives have a fitted effect of over 65% in size
# Target sequence (P08659 whole entry, looked up): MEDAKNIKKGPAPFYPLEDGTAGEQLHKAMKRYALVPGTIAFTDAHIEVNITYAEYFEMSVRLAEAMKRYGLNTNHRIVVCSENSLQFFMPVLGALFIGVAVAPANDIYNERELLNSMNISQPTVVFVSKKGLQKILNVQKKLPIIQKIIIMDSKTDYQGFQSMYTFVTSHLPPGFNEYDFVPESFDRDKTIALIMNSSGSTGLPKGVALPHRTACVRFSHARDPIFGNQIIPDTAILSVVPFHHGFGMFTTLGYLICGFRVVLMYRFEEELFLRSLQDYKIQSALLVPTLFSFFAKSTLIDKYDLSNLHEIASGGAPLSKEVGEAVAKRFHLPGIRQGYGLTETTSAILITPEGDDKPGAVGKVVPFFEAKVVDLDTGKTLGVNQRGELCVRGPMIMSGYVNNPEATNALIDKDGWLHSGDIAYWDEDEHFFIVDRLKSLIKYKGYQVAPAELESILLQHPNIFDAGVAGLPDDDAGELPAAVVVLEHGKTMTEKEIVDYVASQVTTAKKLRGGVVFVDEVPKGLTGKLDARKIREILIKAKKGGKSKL
#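 Purified P. pyralis luciferase (10nM final) in 50mM Tris acetate pH 7.5, 10mM Mg acetate, 0.01% Tween-20, 0.05% BSA with 10uM D-luciferin and 10uM ATP. Compounds titrated qHTS. Luminescence imaged on CCD.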
# NIH3T3 tox: NIH 3T3 cell cytotoxicity; NIH 3T3 viability, CellTiter-Glo ATP luminescence, 48-72 h; Potency, µM (titrated, usually from 96.7 µM), for inactives: at the highest dose activity change, negative = cytotoxicity, most hits filed as inhibitors; 4.3% of 94,000 active; AID 1345082; further: potency means the concentration at half of the fitted maximal effect; nearly all actives have a fitted effect of over 55% in size
#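 NIH 3T3 cells at 400 cells/well received 23 nL of compound by pintool and were incubated 48 or 72 h at 37 °C. Viability was read as ATP-coupled CellTiter-Glo luminescence.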
# HEK cytotox: HEK 293 cell cytotoxicity; HEK 293 viability, ATP luminescence (CellTiter-Glo), 48-72 h; Potency, µM (series often up to 115 µM), inactives show at the top dose activity change, negative = cytotoxicity, usual class: inhibitors; 6.6% of 94,000 active; further: potency means the concentration at half of the fitted maximal effect; nearly all actives have a fitted effect of over 60% in size
#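 Cytotoxicity was scored by loss of ATP-coupled luminescence (CellTiter-Glo) in HEK 293 cells. Compound treatment ran 48 or 72 hr at 37 degree Celsius, 5% CO2, 95% humidity.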
# GPT2 inh: inhibitors of human GPT2 alanine aminotransferase; AID 1671188; Recombinant GPT2, coupled pyruvate oxidase/HRP Amplex Red fluorescence; Potency, µM (titrated, usually from 57.7 µM), for the others: at the highest dose activity change, negative = inhibition, most hits filed as inhibitors; Q8TD30; 0.25% of 100,000 active; further: potency means the concentration at half of the fitted maximal effect; nearly all actives have a fitted effect of over 60% in size; many of its hits are not listed in these tables
# Target sequence (Q8TD30 whole entry, looked up): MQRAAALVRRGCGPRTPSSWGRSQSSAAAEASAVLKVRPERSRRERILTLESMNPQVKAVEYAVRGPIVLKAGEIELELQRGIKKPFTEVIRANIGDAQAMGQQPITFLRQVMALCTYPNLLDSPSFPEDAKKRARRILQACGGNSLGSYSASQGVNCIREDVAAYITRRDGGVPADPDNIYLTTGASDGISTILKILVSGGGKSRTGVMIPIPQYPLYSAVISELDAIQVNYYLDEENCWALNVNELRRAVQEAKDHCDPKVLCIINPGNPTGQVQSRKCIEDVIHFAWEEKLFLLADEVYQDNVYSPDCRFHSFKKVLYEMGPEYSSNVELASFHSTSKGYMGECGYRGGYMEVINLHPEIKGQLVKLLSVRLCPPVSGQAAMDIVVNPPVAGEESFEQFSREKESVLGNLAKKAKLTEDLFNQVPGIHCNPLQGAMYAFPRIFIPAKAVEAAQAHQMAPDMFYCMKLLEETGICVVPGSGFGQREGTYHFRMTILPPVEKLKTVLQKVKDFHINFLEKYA
#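 Fluorescence read-out: pyruvate from GPT2 turnover coupled to pyruvate oxidase, HRP and Amplex Red (0.2mM ThPP, 0.2U/mL PO and HRP, 50uM Amplex final). Substrates 250uM a-KG, 2mM L-alanine; enzyme 10ng/uL; 30 min RT.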
# SNCA expr inh: SNCA gene expression inhibition; HEK-293 SNCA-luciferase knock-in, luminescence, 24 h; Potency, µM (highest dose often 57.2 µM), for the others: at the highest dose activity change, negative = inhibition, usual class: inhibitors; 0.17% of 140,000 active;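 further: potency means the concentration at half of the fitted maximal effect; plate controls were DMSO cells for no effect and cell-free wells for full effect; nearly all actives have a fitted effect of over 45% in size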
# SNCA viab count: cell viability loss counter-screen. Potency, µM (series often up to 57.1 µM), inactives show top-dose activity change, negative = cytotoxicity, most hits filed as cytotoxic. AID 1671193. 0.12% of 150,000 active. HEK-293-SNCA-luc viability, GF-AFC fluorescence, 24 h;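 further: potency means the concentration at half of the fitted maximal effect; 0% = DMSO-treated cells and -100% = medium-only wells without cells; nearly all actives have a fitted effect of over 30% in size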
#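 HEK-293-SNCA-luc cells (1500/well) plated 24 h, then exposed 24 h to a dilution series; GF-AFC added 30 min at 37C, fluorescence 405/540 nm; normalised to medium-only and DMSO wells, Hill fit.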
# IP6K1 inh: IP6K1 kinase inhibition | Q92551 | IP6K1 kinase, ADP-Glo luminescence, 2 h; active compounds read low | activity change, % (series mostly up to about 58 µM) | 0.81% of 140,000 active | AID 1645851; in the data active means activity change below about -25%
#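 ADP-Glo luminescence measures ADP made by human IP6K1 during a 2 h RT reaction with ATP/IP6 (mix at 1.3 mM/130 uM); top library doses 57.5 and 19.1 uM final.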
# Active calls of the source: *; i = inactive; ? = inconclusive; / = no result given; & = joins results of further samples; [ ] = dose if it differs, or a comment. Unless noted, the call rests on the fitted dose curve; in most records, active means well fitted curve in the direction sought with a large enough effect; inconclusive means small, poorly fitted or top-dose-only effect, or another doubt; inactive means no such curve, though single readings can be large; an effect the other way counts as inactive or inconclusive. Unless noted, on the % scale 0 is the no-effect control and ±100 the full control effect. An excerpt; the hit share may differ from the screen's.
SMILES,Luciferase inh,NIH3T3 tox,HEK cytotox,GPT2 inh,SNCA expr inh,SNCA viab count,IP6K1 inh
COc1ccc2oc(=O)c(-c3nc(-c4ccc(C)c(C)c4)cs3)cc2c1,/,/,/,/,17%,5%,9
N#Cc1cccc(CN2CCc3c(n(Cc4cccnc4)n(CCc4ccccc4)c3=O)C2)c1,-6%,?,?,-5%,2%,10%,-1
COCCCNc1ncccc1-c1cc(-c2ccccc2)nc2c(C)noc12,11%[172 µM],?,112µM*,1%[88.5 µM],-11%[87.6 µM],15%[87.6 µM],-13
CN(C)C[C@@H]1CN(C2CCOCC2)C[C@H]1N,10%,-6%,-9%,-6%,7%,7%,21
O=C(CN1C(=O)NC2(CCOCC2)C1=O)NC1CCc2ccccc21 (stereo not drawn),-7%,-7%,-4%,5%,?,13%,6
COC(=O)C1=C(C)N=C2SC=C(CC(=O)NCc3cccc(F)c3)N2C1c1ccccc1OC (stereo not drawn),-13%,?,?,?,9%,14%,19
CCOC(=O)Cn1c(=O)n(C2CCCCC2)c2nc(-c3c(F)cccc3Cl)nc(C(N)=O)c21,/,/,/,/,-18%,-5%,-1
COc1ccccc1-c1cc(-c2c(C)noc2C)cc2c1C(=O)N(C)C2,3%[172 µM],?,?,-11%[88.5 µM],42%[activator][87.6 µM],-4%[87.6 µM],7
CC(c1ccc(-c2cc(N)ncn2)cc1)N1CCCCC1 (stereo not drawn),-2%,-1%,-1%,-1%,-15%,7%,12
COCC(=O)N[C@H]1C[C@@H](c2nc(-c3ccncc3)no2)N(C)C1,8%[172 µM],-7%[174 µM],2%[172 µM],i,6%[87.6 µM],0%[87.6 µM],-14
COc1ccc(Cl)cc1S(=O)(=O)NC1CCc2n[nH]c(=O)n2CC1 (stereo not drawn),9%,-9%,-2%,-6%,5%,6%,7
Nn1nnc2ccccc21,/,/,/,i,74%[activator],3%,/
CCOC(=O)COc1ccc(CC)cc1C(=O)c1ccn2nc(-c3ccc(Cl)cc3)cc2n1,/,/,/,/,2%,14%,7
Cc1ncoc1C(=O)NCC1Cn2cccc2CN1Cc1ccccc1 (stereo not drawn),6%,-24%,?,i,-6%,4%,-10
COCCN1C(=O)c2cccn2CC1CNC(=O)c1ccccc1OC (stereo not drawn),7%,4%,-16%,i,2%,-10%,-7
COc1ccc(-c2nc(C3CC3)nc3c2CCN(CCC(C)C)CC3)cc1,/,?,?,3%,?,-4%,12
CCn1cc(S(=O)(=O)N2CC3(CCCCC3)CC2COc2ccc(OC)cc2)cn1 (stereo not drawn),/,?,32µM*,i,?,-20%,14
COc1ccc(S(=O)(=O)c2c(Nc3ccc(C)cc3C)sc(C(=O)c3ccc(F)cc3)c2N)cc1,/,/,/,/,-17%,-6%,5
CN(CC(=O)N1CCN(CCO)CC(O)C1)Cc1ccccc1F (stereo not drawn),-7%,-2%,i,1%,4%,1%,26
O=C(c1ccc(C(F)(F)F)cc1)N1CCC2(CC1)CC(c1cccnc1)=NO2,-12%,-14%,-22%,i,-30%,?,11
COc1ccccc1C(=O)N1CCc2nnc([C@@H]3C[C@@H](O)CN3C)n2CC1,5%,i,i,i,18%,-5%,-11
CC(=O)Nc1ccc(CN2CCC3(C2)NC(=O)c2ccccc2O3)cc1 (stereo not drawn),-8%,-17%,-1%,0%,10%,10%,4
CC(C)C(=O)N1CCOc2ccc(CN3CCCCCC3)cc2C1,/,-21%,?,i,4%,-5%,10
Cc1ccc(C(=O)N2CC[C@H]3NC(=O)N(c4ccc(F)cc4)C(=O)[C@H]32)cc1,1%[172 µM],i,-4%[172 µM],i,0%[87.6 µM],5%[87.6 µM],0
CCc1nc2c(c(-c3ccc(O)cc3)n1)CCN(Cc1cccnc1)CC2,11%,-10%,i,i,-4%,4%,-2
COc1cccc(NC(=O)N(Cc2cn(C)c3ccccc23)C2CCCCCC2)c1,/,/,/,/,?,?,-9
CCOc1ccc(S(=O)(=O)NCCc2c(C)[nH]c3c(Cl)cccc23)cc1C,/,/,/,/,-11%,-12%,8
CN(C)c1ccc(C(=O)N[C@H]2CC(C)(C)[C@@H]3C[C@@](C)(O)CC[C@]23CCC(=O)NC2CC2)cc1,8%,-2%,-4%,-6%,-5%,-6%,12
O=C(NC[C@H]1O[C@H](Cc2cc(COc3ccccc3)on2)CC[C@@H]1O)c1ccc2c(c1)OCO2,-17%,-38%,?,0%,4%,-4%,-1
Cc1cnc(CC2CCN(S(=O)(=O)c3cn(C)cn3)C2)n1Cc1ccccc1 (stereo not drawn),5%,i,-11%,?,7%,-20%,-14
O=C(NCC1CN(C(=O)Cc2ccc(Oc3ccccc3)cc2)CC12CN(c1ccccc1)C2)c1cccnc1 (stereo not drawn),-8%,-13%,?,i,-13%,-1%,-2
CC(C)CNC(=O)CC(c1cccc(F)c1)c1cn(C)c2ccccc12 (stereo not drawn),0%,-3%,?,-9%,-7%,-1%,-2
COc1ccc(CCNc2nc3c(-c4cccc(F)c4)nnn3c3ccccc23)cc1OC,/,/,/,/,14%,11%,6
Cc1ccc(-n2c(C3CCN(C(=O)CCC4CCCC4)CC3)n[nH]c2=O)cc1,-5%,?,-17%,-7%,57%[activator],5%,-16
COc1ccc(OCC2CN(CCOc3ccccc3)[S+](=O)([O-])c3cccnc3O2)cc1 (stereo not drawn),/,-30%,?,/,/,/,-8
COc1ccccc1CNC(=O)c1cc(Sc2cccc(Cl)c2)nc2ccccc12,/,/,/,/,?,3%,8
Cc1ccc(C(=O)NC2CCCN(c3nc4ncccc4o3)C2)cc1 (stereo not drawn),-18%[172 µM],-15%[138 µM],-22%[172 µM],i,9%[87.6 µM],1%[87.6 µM],10
CCOC(=O)C1(Cc2ccccc2Cl)CCN(Cc2cccnc2)CC1,4%,?,?,1%,-16%,-9%,-3
COCC(=O)NC1CCC12CCN(C(=O)CCC1CCCC1)CC2 (stereo not drawn),2%,-17%,3%,i,49%[activator],0%,5
COc1ccc(NCc2cccn2-c2nnc(N3CCC(C)CC3)s2)c(OC)c1,/,/,/,/,-21%,-2%,6

# Part of the list above in another layout:
# Results follow in this order: Luciferase inh, NIH3T3 tox, HEK cytotox, GPT2 inh, SNCA expr inh, SNCA viab count, IP6K1 inh
- Cc1ccc(C(=O)N2CC[C@H]3NC(=O)N(c4ccc(F)cc4)C(=O)[C@H]32)cc1
 : 1%[172 µM], i, -4%[172 µM], i, 0%[87.6 µM], 5%[87.6 µM], 0
- CCc1nc2c(c(-c3ccc(O)cc3)n1)CCN(Cc1cccnc1)CC2
 : 11%, -10%, i, i, -4%, 4%, -2
- COc1cccc(NC(=O)N(Cc2cn(C)c3ccccc23)C2CCCCCC2)c1
 : /, /, /, /, ?, ?, -9
- CCOc1ccc(S(=O)(=O)NCCc2c(C)[nH]c3c(Cl)cccc23)cc1C
 : /, /, /, /, -11%, -12%, 8

# Further entries follow:
SMILES,Luciferase inh,NIH3T3 tox,HEK cytotox,GPT2 inh,SNCA expr inh,SNCA viab count,IP6K1 inh
Nc1ncnc2c1ncn2C1CCCO1 (stereo not drawn),/,/,/,i,-17%,0%,/
COC(=O)c1ccc(-n2c(/C=C/c3cc(OC)c(OC)c(OC)c3)nc3cc(Cl)ccc3c2=O)cc1,/,/,/,/,-7%,-4%,-11
CCOc1ccccc1NC(=O)CC1CCCN(c2cnn(CC3CC3)c(=O)c2)C1 (stereo not drawn),11%,35µM*,?,-2%,-7%,-5%,17
CCc1cc(=O)n(CC(=O)NCc2cccc(OC)c2)c(N2CCOCC2)n1,8%,2%,1%,2%,-12%,-7%,4
CCOC(=O)c1cccc(NC(=O)CCc2c(C)nc3cc(-c4ccc(Cl)cc4)nn3c2C)c1,/,/,/,/,?,6%,-16
CCc1ccc(NC(=O)CSc2nnc3[nH]c(=O)cc(-c4ccccc4)n23)cc1,/,/,/,/,7%,8%,9
O=C(c1cnccn1)N1CCC(Cc2nc(C3CCOCC3)no2)CC1,7%,5%,-3%,i,2%,1%,11
COc1cccc(CN2CCCC3(C2)NC(=O)c2ccccc2O3)c1 (stereo not drawn),-2%[172 µM],?,-26%[172 µM],?,27%[87.6 µM],9%[87.6 µM],25
Cc1cn2nc(C(=O)N3CCC(NC(=O)COc4ccc(F)cc4)CC3)cc2c(=O)[nH]1,-1%,i,14%,i,1%,-8%,7
COc1ccc(CN2C(=O)[C@@H]3C[C@@H](CN3C(C)C)Oc3ccccc32)cc1,-13%[172 µM],i,i,-21%[88.5 µM],5%[87.6 µM],6%[87.6 µM],13
COc1cccc(C(=O)N[C@@H]2CN(c3ncccn3)C[C@H]2CN(C)C)c1,-3%,1%,i,i,1%,10%,8
CC(=O)N[C@@H]1CN(C(=O)c2csc(-c3cccnc3)n2)C[C@H]1C(C)C,-7%,-21%,-16%,-18%,-4%,-7%,-7
CS(=O)(=O)N1CCCN(C(=O)C2CCC2)CCNC(=O)CC1c1ccccc1 (stereo not drawn),-1%,-3%,i,i,-17%,2%,-8
COCCN1Cc2ccc(Nc3ccc(OC)cc3)nc2C(C)(C(=O)NCC2CC2)C1 (stereo not drawn),-21%[172 µM],?,?,3%[88.5 µM],5%[87.6 µM],-8%[87.6 µM],9
O=c1[nH]c(C2CCN(Cc3cccc4ccccc34)CC2)nn1Cc1ccccc1,-6%,-15%,-19%,i,-1%,4%,21
CC(=O)N1Cc2ccccc2CC2(CCCN2Cc2ccccn2)C1 (stereo not drawn),/,-16%&-1%,2%,i,4%&3%,0%&-5%,-3&-2
CCc1nc2c(c(-c3ccc(OC)cc3)n1)CCN([S+](=O)([O-])c1ccccc1)CC2,/,?,1%,-3%,?,-5%,-4
CCc1ccc(C(=O)N2CCC([C@@H]3CNC[C@H]3CO)CC2)cc1,3%,i,-2%,i,48%[activator],1%[12.5 µM],-2
O=C(Cc1ccc(F)cc1)NCCNC(=O)c1ccc(-c2cccc(C(F)(F)F)c2)cc1,/,-19%,?,/,/,/,11
O=C1CCC2(CCN1CC1CC1)CCN(C(=O)c1ccc3c(c1)OCO3)CC2,?,-7%,0%,i,?,10%,1
CCCSc1nnc2c(n1)OC(c1sccc1C)Nc1ccccc1-2 (stereo not drawn),/,/,/,/,102%[activator],-2%,-9

# Only SNCA expr inh, for some of the entries so far:
canonical_smiles	SNCA expr inh
O=C(c1cnccn1)N1CCC(Cc2nc(C3CCOCC3)no2)CC1	2%
COc1cccc(CN2CCCC3(C2)NC(=O)c2ccccc2O3)c1 (stereo not drawn)	27%[87.6 µM]
Cc1cn2nc(C(=O)N3CCC(NC(=O)COc4ccc(F)cc4)CC3)cc2c(=O)[nH]1	1%

# Complete entries, looked up by structure:
# Results for CC(=O)N[C@@H]1CN(C(=O)c2csc(-c3cccnc3)n2)C[C@H]1C(C)C : Luciferase inh = -7%; NIH3T3 tox = -21%; HEK cytotox = -16%; GPT2 inh = -18%; SNCA expr inh = -4%; SNCA viab count = -7%; IP6K1 inh = -7
# Results for Nc1ncnc2c1ncn2C1CCCO1 (stereo not drawn) : Luciferase inh = /; NIH3T3 tox = /; HEK cytotox = /; GPT2 inh = i; SNCA expr inh = -17%; SNCA viab count = 0%; IP6K1 inh = /
